CBFb-RUNX1 inh – CBF-beta/RUNX1 interaction disruption | 230,000 tested, under 10 active | AlphaScreen CBFb-His/RUNX1-biotin binding, biochemical | AID 1477 | Potency, µM (top dose mostly 59.8 µM), for the others: at the highest dose activity, negative = inhibition, most hits filed as inhibitors; note: % of control where 0% means no effect
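His-tagged CBF-beta and biotinylated RUNX1 (30 nM each) were premixed 20 min at room temperature, exposed to compound for 15 min, then given nickel-chelate and streptavidin AlphaScreen beads (50 ng each). After 90 min, AlphaScreen signal was read.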
Epigenetic derep – epigenetic control regulation, reporter derepression | Potency, µM (titrated, usually from 53.9 µM), for inactives: at the highest dose GFP activation, actives largely listed as activators | murine LDR cells, GFP reporter derepression, 30 h | 0.2% of 280,000 active; note: potency is the fitted concentration of half-maximal effect; % of control where 0% means no effect; nearly all actives have a fitted effect of over 60% in size
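Readout is the number of GFP-expressing murine LDR cells, counted by cytometry following washing. Cells were treated with compound for 30 h at 37 C; the stably integrated CMV-GFP locus is normally silent.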
Luc counter – blocks Kinase-Glo luciferase, a counter-screen artifact; Q27757; Kinase-Glo luciferase, ATP luminescence, 8 min; Potency, µM (top dose mostly 38.3 µM), for the others: at the top dose activity change, negative = inhibition, actives largely listed as inhibitors; 0.28% of 200,000 active; AID 1379; note: potency is the fitted concentration of half-maximal effect; % is set by controls: 0 for no effect and ±100 for the full control effect; nearly all actives have a fitted effect of over 60% in size
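Compounds were added to a substrate mix at pH 7.2 (50 mM imidazole, 10 uM ATP, within the enzyme's linear range), followed by Kinase-Glo detection reagent; luminescence was measured after 8 minutes at ambient temperature.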
aGal spleen mod – inhibitors or activators of human alpha-galactosidase in spleen homogenate. P06280. human spleen homogenate, 4MU-alpha-Gal fluorescence, 40 min. Potency, µM (highest dose often 80 µM), for inactives: top-dose activity change, negative = inhibition, hits mostly inhibitors. 0.008% of 240,000 active;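 note: potency is the fitted concentration of half-maximal effect; 0% = enzyme with vehicle and -100% = no enzyme basal signal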
Target sequence (P06280 32-429 limits assumed): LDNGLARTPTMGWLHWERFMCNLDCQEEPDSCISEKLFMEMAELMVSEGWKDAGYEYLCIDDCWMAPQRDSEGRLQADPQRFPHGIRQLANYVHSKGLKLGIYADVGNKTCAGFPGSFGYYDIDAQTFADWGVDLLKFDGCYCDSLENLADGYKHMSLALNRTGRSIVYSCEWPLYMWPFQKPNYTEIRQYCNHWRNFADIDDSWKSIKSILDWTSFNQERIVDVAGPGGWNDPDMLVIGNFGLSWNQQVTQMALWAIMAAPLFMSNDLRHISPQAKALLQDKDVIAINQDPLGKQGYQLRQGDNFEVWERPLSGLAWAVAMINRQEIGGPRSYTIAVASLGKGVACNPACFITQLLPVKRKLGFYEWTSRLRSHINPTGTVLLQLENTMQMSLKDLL
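Fluorogenic readout (Ex 365/Em 440 nm) of 4-methylumbelliferone released from 1 mM 4-MU-alpha-galactoside by spleen homogenate, 40 min at 37C, pH 5.0. Data normalized to no-enzyme and enzyme controls; Hill-equation AC50 from compound titrations.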
NPSR antag – blocks cAMP signaling of the human neuropeptide S receptor | 1% of 220,000 active | CHO-NPSR cells, cAMP TR-FRET, antagonist mode | AID 1461 | Potency, µM (titrated, usually from 38.3 µM), inactives show at the top dose activity change, negative = inhibition, usual class: inhibitors; note: potency is the fitted concentration of half-maximal effect; % is set by controls: 0 for no effect and ±100 for the full control effect; nearly all actives have a fitted effect of over 50% in size; many of its hits are not listed in these tables
Target sequence (Q6W5P4 whole entry, looked up): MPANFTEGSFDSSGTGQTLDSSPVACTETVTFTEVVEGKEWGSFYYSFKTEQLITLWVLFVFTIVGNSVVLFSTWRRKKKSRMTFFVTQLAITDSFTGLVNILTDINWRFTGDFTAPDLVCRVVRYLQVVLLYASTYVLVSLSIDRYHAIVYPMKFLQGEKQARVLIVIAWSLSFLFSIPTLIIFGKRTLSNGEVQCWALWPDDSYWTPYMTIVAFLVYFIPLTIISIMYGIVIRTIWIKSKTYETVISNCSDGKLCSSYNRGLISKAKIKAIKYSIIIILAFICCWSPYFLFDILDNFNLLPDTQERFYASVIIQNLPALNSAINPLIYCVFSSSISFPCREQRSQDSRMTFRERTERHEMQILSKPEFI
IMPase Li cell – IMPase inhibition in cells with lithium potentiation; 0.35% of 210,000 active; AID 1457; CHO-M1 cells, IP1 TR-FRET (IP-One), carbachol + lithium; Potency, µM (series often up to 59.4 µM), for inactives: at the highest dose activity, negative = IMPase inhibition, most hits filed as inhibitors;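 note: IP1 builds up when IMPase is blocked and the TR-FRET signal falls; potency is the fitted concentration of half-maximal effect; plate controls were basal vehicle for no effect and high inhibitor control for full effect; nearly all actives have a fitted effect of over 50% in size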
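Test compounds were applied to CHO-M1 cells previously cultured for 16–30 h at 2000 per well. A small lithium amount accompanied them; after 30 min at 37C, IP1 was quantified by TR-FRET.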
LMNA splice mod – changes lamin A minigene splicing in HeLa cells; HeLa LMNA splicing GFP/RFP minigene ratio, 48 h; Potency, µM (top dose mostly 46.1 µM), without a hit: at the highest dose ratio change, negative = inhibition, actives largely listed as inhibitors; 0.01% of 200,000 active; AID 1487; active = well fitted inhibition curve with a large enough effect in the signal ratio, with a control signal flat, not every such curve was filed as active; inconclusive = small, poorly fitted or top-dose-only effect, or effect the other way, or a change in a side signal; the % refers to the signal ratio; note: potency is the fitted concentration of half-maximal effect; % is set by controls: 0 for no effect and ±100 for the full control effect
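Read-out is the ratio of GFP to DsRed2 object intensity, acquired by 488 nm laser-scanning cytometry on HeLa lamin A-EGFP minigene reporter cells. Compound incubation 48 hrs at 37 °C in Opti-MEM with 2% FBS; DMSO 0.5% final.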
An asterisk follows results filed as active; u = inconclusive; x = not tested or not shown; & = joins results of further samples; [ ] = another dose, or the depositor's remark. Unless noted, calls come from the whole dose curve; as a rule, active = well fitted curve in the direction sought with a large enough effect; inconclusive = small, poorly fitted or top-dose-only effect, or another doubt; inactive = no such curve, though single readings can be large; an effect the other way counts as inactive or inconclusive.

No.	compound	CBFb-RUNX1 inh	Epigenetic derep	Luc counter	aGal spleen mod	NPSR antag	IMPase Li cell	LMNA splice mod
1	CN1CCN(NC(=O)CN(C)S(=O)(=O)c2cc(Cl)ccc2Cl)CC1	4%	0.6%	1%	-8%	8%	6%	-2%[46 µM]
2	CCn1c(SCC(=O)Nc2nc3ccccc3s2)nnc1-c1ccc(OC)cc1	5%	2.4%	3%	9%	-9%[46.1 µM]	-9%[38.3 µM]	-1%
3	COC(=O)CNC(=O)CN1c2cccc3cccc(c23)S1(=O)=O	0%	0.8%	-2%	2%	-18%[46.1 µM]	-17%[38.3 µM]	3%
4	CCC1=C2CC[C@H]3C(=O)N(C)C(=O)[C@H]3[C@H]2[C@@]2(Cc3ccccc3)C(=NCC3CC3)OC(=O)N2C1=O	5%	3.5%	-6%	2%	x	-5%	x
5	CSCCC(NC(=O)COc1cccc2ccccc12)C(=O)O (centres undefined)	-5%	3.4%	x	15%	26%	x	x
6	CCOc1cccc(/C(O)=C2/C(=O)C(=O)N(Cc3cccnc3)C2c2ccco2)c1 (centres undefined)	-3%	-1.1%	-1%	-4%	-4%[46.1 µM]	-9%[38.3 µM]	11%
7	O=C(CN1CCc2ccccc2C1)Nc1cccc(S(=O)(=O)N2CCCC2)c1	10%	-0.3%	9%	7%	-25%	14%	-28%[46 µM]
8	COC(=O)Nc1sc2c(c1C(N)=O)CCC(C)C2 (centres undefined)	0%	-5.4%	-2%	9%	11%	9%	5%[46 µM]
9	COc1cccc(OCCCN2CCN(S(=O)(=O)c3ccc(NC(C)=O)cc3)CC2)c1	-3%	-0.2%	-4%	0%	-25%[46.1 µM]	18%[38.3 µM]	u
10	COc1ccc(CC(=O)Nc2nc3ccccc3s2)cc1S(=O)(=O)N1CCOCC1	1%	0.6%	-3%	10%	-20%[7.67 µM]	4%[38.3 µM]	-8%
11	C=CCn1c(SCc2cc(=O)n3ccsc3n2)nnc1C1CCCCC1	-21%	-1.1%	0%	0%	-10%[46.1 µM]	27%[38.3 µM]	15%
12	COC/C=C/C1=CC2=CC(=O)C(C)(OC(=O)c3cnc4ccccc4n3)C(=O)C2=CN1c1ccc(OC)cc1 (centres undefined)	-18%[13.1 µM]	x	-3%[7.66 µM]	6%[17.5 µM]	x	6%	-1%[9.22 µM]
13	N=C1c2ccccc2CN1NC(=O)c1cccc(S(=O)(=O)N2CCCC2)c1	3%	-0.9%	x	1%	1%[46.1 µM]	x	-1%
14	COc1cc(NC(=O)CSc2c3c(nc4ccccc24)CCC3)cc(OC)c1OC	3%	-2.0%&1.0%	x	-3%	-24%[46.1 µM]	x	-30%
15	O=C1CCCC2=C1C(c1ccncc1)n1c(nc3ccccc31)N2 (centres undefined)	1%	7.1%	1%	4%	5%	-17%	u
16	CC(C)CCOCC(O)CCC(=O)NNC(=S)Nc1ccccc1 (centres undefined)	-1%	2.0%	5%	-3%	13%	-4%	-2%
17	CCOC(=O)Cc1cc(=O)n2[nH]c(C)c(-c3ccc(Cl)cc3)c2n1	-7%	-1.2%	-4%	5%	-2%[46.1 µM]	-6%[38.3 µM]	u
18	COc1ccc(NC(=O)CC2Oc3ccccc3NC2=O)cc1 (centres undefined)	10%	0.0%	2%	6%	4%[46.1 µM]	17%[38.3 µM]	-12%
19	Cc1ccc(N2CCN(C(=S)c3ccc(-c4cccc([N+](=O)[O-])c4)o3)CC2)cc1	-3%	4.0%	3%	-19%	-18%	12%	11%[46 µM]
20	Cc1cccc(NC(=O)Cn2cc(C(=O)c3ccco3)c3ccccc32)c1	-1%	6.7%&-1.0%	2%	-6%	-21%[46.1 µM]	2%[38.3 µM]	u
21	CSc1nsc(SC)c1NC(=O)N1CCCCC1	0%	1.8%	16%	1%	-8%[46.1 µM]	11%[38.3 µM]	17%
22	COc1ccc(-n2cnc3sc4c(c3c2=O)CCCC4)cc1	9%	-6.4%	2%	-9%	-27%	4%	u
23	S=C(NC1CCCCC1)N1CCc2[nH]c3ccccc3c2C1	-12%	5.8%	x	0%	1%	x	x
24	Cn1c(=O)c2c(nc(OCc3cccnc3)n2Cc2c(F)cccc2Cl)n(C)c1=O	0%	0.1%	2%	-6%	3%[46.1 µM]	18%[38.3 µM]	16%
25	CCCCCn1c(Sc2ncccn2)nc2c1c(=O)[nH]c(=O)n2C	2%	-0.8%	4%	2%	-1%[46.1 µM]	10%	-18%
26	COc1ccc(C(C)=O)cc1COc1ncnc2ccccc12	-19%	1.1%	5%	4%	-5%	20%	-2%[46 µM]
27	CCC(C)Sc1nc2c(c(=O)[nH]1)C(c1cccs1)C1=C(CCCC1=O)N2 (centres undefined)	9%	-0.3%	0%	5%	-20%	7%	u
28	CCn1c(SCC(=O)Nc2ccc(N3CCOCC3)cc2)nnc1-c1ccc(OC)cc1	3%	-1.2%	-3%	0%	4%[46.1 µM]	8%[38.3 µM]	2%
29	N#Cc1nc(COc2ccccc2)oc1N1CCN(Cc2ccccc2)CC1	-30%	-17%	0%	-5%	-14%[46.1 µM]	27%[38.3 µM]	-14%
30	COc1ccc(CC(=O)NC2CCN(CC(=O)Nc3ccc4c(c3)OCCO4)CC2)cc1OC	9%	0.0%	1%	9%	5%[46.1 µM]	18%[38.3 µM]	7%
31	CC(C)OC(=O)[C@@H]1CC[C@H](C)[C@@H](CCC[C@@H]2CC=C[C@H](CC#N)O2)O1	-3%	1.1%	-1%	1%	x	16%	x
32	c1ccc(Cn2ccnc2SCc2nnc(-c3ccccc3)o2)cc1	1%	-0.7%	0%	4%	-5%[46.1 µM]	-7%[38.3 µM]	u
33	OCCC1CN(Cc2cnc(-c3ccccc3)s2)CCN1CCc1ccccc1 (centres undefined)	1%	-1.2%	x	-3%	23%	9%	x
34	CCOc1cc(/C=N/N=C2/NC(=O)C(CC(=O)O)S2)ccc1OCc1ccc(Cl)cc1 (centres undefined)	u	-0.5%	-3%	-6%	5%	3%	13%[46 µM]
35	CCOC(=O)c1cc(-c2ccc(C)cc2)n(CC(=O)NCc2ccco2)c1C	0%	1.0%	-2%	-4%	-9%[46.1 µM]	-20%[38.3 µM]	5%
36	COc1cc(/C=C2\SC(=S)N(Nc3ccccc3)C2=O)cc(OC)c1OC	-30%	-1.4%	-5%	-28%	u	25%[38.3 µM]	u
37	CCN(CC)C(=O)C1CC(=O)N(c2ccc(OC)cc2)C1c1ccc(OC)cc1 (centres undefined)	2%	1.4%	4%	-5%	4%[46.1 µM]	5%[38.3 µM]	4%
38	Cc1cc(NC(=O)c2ccc(S(=O)(=O)N(C)C)cc2)no1	11%	0.9%	0%	-10%	-5%[46.1 µM]	2%	-2%
39	CCn1c(NC(=O)Nc2cccc(C)c2C)cc2sccc21	-18%	2.7%	-4%	4%	-22%[46.1 µM]	5%[38.3 µM]	-2%
40	COc1ccc(-c2nc3ccccc3c(=O)n2CCCn2ccnc2)cc1	3%	-0.1%	6%	-9%	1%[46.1 µM]	21%[38.3 µM]	0%

The list goes on, starting with the last two of the part before.
No.	compound	CBFb-RUNX1 inh	Epigenetic derep	Luc counter	aGal spleen mod	NPSR antag	IMPase Li cell	LMNA splice mod
39	CCn1c(NC(=O)Nc2cccc(C)c2C)cc2sccc21	-18%	2.7%	-4%	4%	-22%[46.1 µM]	5%[38.3 µM]	-2%
40	COc1ccc(-c2nc3ccccc3c(=O)n2CCCn2ccnc2)cc1	3%	-0.1%	6%	-9%	1%[46.1 µM]	21%[38.3 µM]	0%
41	O=c1cc(-c2ccc(O)c(O)c2)oc2c(C3O[C@H](CO)[C@@H](O)[C@H](O)[C@H]3O)c(O)cc(O)c12 (some centres undefined)	1%[2.36 µM]	-6.9%	1%	-9%	-3%	2%	0%
42	CC(C)CC(c1nnnn1C(C)(C)C)N1CCN(Cc2ccccc2)CC1 (centres undefined)	-1%	-1.1%	0%	-1%	1%	8%	18%[46 µM]
43	Fc1ccccc1N1CCN(C(c2ccccn2)c2nnnn2C2CCCCC2)CC1 (centres undefined)	4%	-0.7%	-1%	1%	-29%[46.1 µM]	5%[38.3 µM]	u
44	Clc1ccc(Cl)c(OCc2cc(-c3ccccc3Cl)on2)c1	6%	4.2%	-4%	-17%	-3%[46.1 µM]	-1%[38.3 µM]	9%
45	CCn1c(Cc2ccccc2)nnc1SCC(=O)Nc1cc(C)on1	3%	0.2%	-1%	1%	0%[46.1 µM]	31%[38.3 µM]	10%
46	C=CCC1S/C(=N/N=C/c2cccs2)NC1=O (centres undefined)	-2%	-2.8%	-6%	-4%	2%	1%	u
47	COc1cccc(C(=O)Nc2ccc3nc(N4CCN(c5ncccn5)CC4)cc(C)c3c2)c1OC	1%	u	4%	20%	-26%	19%	u
48	Cc1cccc(NC(=O)COc2ccccc2)c1	13%	-1.0%	2%	-14%	-3%[46.1 µM]	-2%[38.3 µM]	-2%
49	CCOC(=O)c1oc2cccc(O)c2c1C	5%	-1.0%	-5%	-13%	-15%[46.1 µM]	19%[38.3 µM]	5%
50	C[C@@H]1CNCCN1S(=O)(=O)c1cccc2cnccc12	6%[21.7 µM]	-1.6%	-6%	-2%	x	3%	x
51	CC(=O)N1CCN=C1SCc1ccccc1F	1%	-0.8%	0%	5%	-1%[46.1 µM]	20%[38.3 µM]	-12%
52	Cc1nnc(SCc2ccccc2F)n1NCc1cccs1	4%	2.4%	3%	7%	-2%[46.1 µM]	16%[38.3 µM]	-5%
53	Cc1cc(C(F)(F)F)c2c(=O)[nH]c(=O)n(Cc3ccccc3)c2n1	9%	-0.2%	7%	1%	-14%[46.1 µM]	-11%[38.3 µM]	6%
54	NC(=O)CC[C@@H]1NC(=O)[C@H](CO)NC(=O)c2cc([N+](=O)[O-])cc(I)c2NCC[C@@H](C(N)=O)NC(=O)[C@H](Cc2ccc(O)cc2)NC1=O	6%[2.36 µM]	1.6%	0%	3%	10%	-1%	1%
55	COCCNC(=O)C(=O)N/N=C(\C)CC(=O)Nc1ccc2c(c1)OCO2	0%	-3.5%	-1%	1%	20%	-5%	x
56	O=C(COC(=O)c1ccccc1Sc1ccc(C(F)(F)F)cc1[N+](=O)[O-])NC(=O)NC1CCCC1	3%	0.0%	2%	-1%	-48%	1%	-1%
57	Cc1ccc(N(CC(=O)N/N=C/c2cccs2)S(C)(=O)=O)cc1Cl	8%	-0.7%	-2%	-3%	u	40%[38.3 µM]	-3%
58	O=c1[nH]c2cc3c(cc2cc1C(c1nnnn1CC1CCCO1)N1CCCC1)OCO3 (centres undefined)	4%	-1.0%	-2%	0%	-15%[46.1 µM]	10%[38.3 µM]	9%

Screens as filed in PubChem.

This is a subset; count on the stated rates, not on these rows.
